High-throughput results as filed in PubChem BioAssay.
West Nile virus CPE: inhibition of WNV-induced cytopathic effect – cell-based, CPE readout (AID 1621) | West Nile virus-infected cells, CPE inhibition; higher % means a stronger effect | 0.02% of 290,000 active | CPE inhibition, % at 10 µM, or IC50 in µM where a hit was titrated; in the data active means a potency from the dose series; further: strong numbers were not always called active
Salmonella PhoP GFP: PhoP-dependent GFP reporter repression – Salmonella Typhimurium, primary screen (AID 1863); S. Typhimurium PhoP-regulated promoter GFP reporter, 4 h; higher % means a stronger effect; inhibition, % at 50 µM, or IC50 in µM where a hit was titrated; 0.16% of 300,000 active;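 active means inhibition over 29.93%, a cutoff 3 SD above the screen mean, later confirmed by dose response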;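 further: 0% = low Mg2+ inducing control and 100% = high Mg2+ repressing control; strong numbers were not always called active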
KOR beta-arrestin-1: KOR antagonists, beta-arrestin recruitment, cell-based, luminescence, uHTS (AID 1778); KOR beta-arrestin recruitment, luminescence, antagonist mode; higher % means a stronger effect; 0.091% of 290,000 active; inhibition, % at 10 µM; hits with a dose series show IC50 in µM; in the data active means inhibition above about 50%; further: strong numbers were not always called active
GPR55 beta-arrestin: GPR55 agonists via beta-arrestin recruitment, primary screen, imaging, U2OS cells, beta-arrestin-GFP redistribution (AID 1961); U2OS GPR55 beta-arrestin-GFP redistribution imaging; higher % means a stronger effect; one-dose activation, % at 10 µM; EC50 in µM for titrated hits; 0.048% of 290,000 active;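 active means activation above 40% with more than 50 cells counted in the well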;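 further: U2OS osteosarcoma cells stably expressing GPR55 and beta-arrestin-GFP; plate controls were DMSO negative control for no effect and LPI positive control for full effect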
T cell modulator: T cell immune modulators affecting CD8 T cell-vesicle binding. 0.068% of 330,000 active. calls only at 7 µM. AID 2052. 2C CD8+ T cell-vesicle binding, flow cytometry; stronger effect = lower value;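 active means response, share of CD8 T cells binding vesicles, and their 90th percentile fluorescence all below set limits, cut at about 80% in these data, passing the limit was not always enough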
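Material: 2C TCR transgenic mouse naive CD8+ T cells, MACS-purified. Also added: QL9-charged Drosophila Ld/ICAM-1/B7-1 vesicles. Timing: binding 1.5 h at 37 °C. Measured by: high-throughput flow cytometry with anti-B7-1 and anti-CD8 staining. Read-out: percent CD8+ FL2 mean versus row control. Controls: Unloaded micro-vesicles (low), QL9 vesicles with 0.7% DMSO (high).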
GPR35 antagonists: GPR35 antagonists blocking zaprinast-driven arrestin recruitment, primary screen, imaging, U2OS, beta-arrestin-GFP, zaprinast agonist (AID 2058); U2OS GPR35 beta-arrestin-GFP translocation imaging, zaprinast antagonism; higher % means a stronger effect; inhibition, % at 10 µM, or IC50 in µM where a hit was titrated; 0.052% of 290,000 active;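 active means inhibition of at least 50% with at least 30 cells and total cytoplasm GFP at most 10,000,000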
NTR1 agonist: agonists of NTR1, primary screen, imaging, U2OS cells, beta-arrestin-GFP, high content (AID 493036); activation, % at 20 µM; NTR1-U2OS beta-arrestin-GFP spot imaging, agonist mode; 0.17% of 330,000 active; P30989;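 active means activation at or above 40% of the spot to cytoplasm intensity ratio, with at least 20 cells analyzed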;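 further: 0% = DMSO without peptide and 100% = 100 nM NTR1 peptide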
Target sequence (P30989 whole entry, looked up): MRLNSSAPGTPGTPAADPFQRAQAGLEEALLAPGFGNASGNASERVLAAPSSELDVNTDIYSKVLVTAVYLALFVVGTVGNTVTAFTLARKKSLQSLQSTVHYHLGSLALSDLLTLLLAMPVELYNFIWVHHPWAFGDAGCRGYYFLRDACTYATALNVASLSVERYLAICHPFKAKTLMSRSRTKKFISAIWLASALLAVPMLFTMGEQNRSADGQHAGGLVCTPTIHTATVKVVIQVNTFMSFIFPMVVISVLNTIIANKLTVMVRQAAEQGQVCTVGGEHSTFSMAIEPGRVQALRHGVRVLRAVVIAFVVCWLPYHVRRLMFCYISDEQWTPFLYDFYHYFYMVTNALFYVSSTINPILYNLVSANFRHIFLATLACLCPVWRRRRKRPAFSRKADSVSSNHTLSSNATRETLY
KOR beta-arrestin-2: KOR agonists, beta-arrestin recruitment, primary screen, cell-based, luminescence, uHTS (AID 1777); KOR beta-arrestin recruitment, luminescence; higher % means a stronger effect; activation, % at 10 µM; hits with a dose series show EC50 in µM; 0.02% of 280,000 active; in the data active means activation above about 50%, passing the limit was not always enough; further: a part of the inactive calls stands beside numbers as strong as those of hits
GPR55 antagonists: GPR55 antagonists blocking LPI-driven arrestin recruitment, primary screen, imaging, U2OS, beta-arrestin-GFP, LPI agonist (AID 2013) | 0.13% of 290,000 active | inhibition, % at 10 µM, or IC50 in µM where a hit was titrated | U2OS GPR55 beta-arrestin-GFP translocation imaging, LPI antagonism; higher % means a stronger effect;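 active means spots per cell inhibited over 60%, with over 100 cells counted and total cytoplasm intensity under 500,000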;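 further: U2OS cells stably carrying GPR55 and arrestin-GFP stimulated by 5 µM LPI near EC80; imaged beta-arrestin-GFP aggregate spots per cell after agonist stimulation; plate controls were LPI-stimulated DMSO wells for no effect and DMSO wells without LPI for full effect; some results filed as inactive read as strong as hits; confirmed hits need IC50 under 10 µM and bright autofluorescent wells are also inconclusive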
T cell modulator vesicle-bound %: recorded beside T cell modulator, whose call it bears; double positive events, %; measured here: CD8+ vesicle-bound cell fraction;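 binding gate set so that unloaded-vesicle control wells show 10% double positive cells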
NTR1 agonist cell count 20 µM: recorded beside NTR1 agonist, whose call it bears; cell count; measured here: cell count, cytotoxicity flag
* hit, by the source's call; i = inactive; . = not tested or not shown; [ ] = dose if it differs, or a comment.

SMILES	West Nile virus CPE	Salmonella PhoP GFP	KOR beta-arrestin-1	GPR55 beta-arrestin	T cell modulator	T cell modulator vesicle-bound %	GPR35 antagonists	NTR1 agonist	NTR1 agonist cell count 20 µM	KOR beta-arrestin-2	GPR55 antagonists
FC(F)(F)c1cccc(Cn2cnc(NC(=S)NCCc3ccccc3)n2)c1	-0.1%	1%	-96%[20 µM]	0.2%	i	32	-11%	0.5	44	-3.4%	5%
CC(=O)c1sc(-c2c(C)nc3sccn23)nc1C1CCCC1	.	.	33%	-0.2%	.	.	1%	.	.	-7.5%	9%
CCc1ccc(NC(=O)C(=S)NC2CCCCC2)cc1	-0.6%	7%	24%	-0.3%	i	6	-3%	0.4	54	2.8%	13%
C/C(=N\NC(=O)Nc1ccccc1)c1ccccc1	-0.6%	3%	-22%	0.4%	i	47	-5%	1.3	58	-1.1%	0%
COc1cccc(Nc2nc3ccccc3n2C(C)C)c1	-1.1%	-5%	-23%	0.2%	i	35	-1%	0.5	50	0.7%	4%
O=C(Nc1ccc(N2CCOCC2)c(Cl)c1)c1ccc(-n2cnnc2)cc1	0.1%	-8%	-8%	-0.1%	i	65	-10%	2.1	48	5.2%	2%
COc1ccc(OC)c(NC(=O)C2=C(C)Nc3ncnn3C2c2cccs2)c1 (stereo unspecified)	0.0%	-7%	0%	0.3%	i	21	15%	-0.5	47	0.5%	4%
Cc1oncc1C(=O)Nc1cccc(C#N)c1	0.4%	12%	10%	0.0%	i	34	1%	-0.6	98	2.4%	6%
Cc1ccc(C)c(NC(=O)c2cnn3ccccc23)c1	-0.2%	-9%	-15%	-0.1%	i	39	3%	-2.5	54	2.2%	-2%
CCOC(=O)c1c(-c2cccc3ccccc23)csc1NC(=O)C1C2CCC(O2)C1C(=O)O (stereo unspecified)	0.4%	-6%	0%	-0.3%	i	49	4%	2.0	48	0.6%	8%
C/C(=C\c1ccc(C)o1)C(=O)c1c(C)cc(C)[nH]c1=O	-1.0%	-9%	-4%	0.1%	i	45	-8%	0.8	98	-2.3%	11%
Cc1cc2c(cc1S(=O)(=O)Nc1cccc(C)c1C)OCC(=O)N2	-0.9%	.	-9%[20 µM]	-0.1%	i	17	5%	-1.3	61	-2.7%	-2%
COc1ccc(CCNC(=O)c2cc(S(=O)(=O)N(C)c3ccccc3)ccc2Cl)cc1	-1.5%	6%	19%	0.2%	i	44	12%	-3.0	56	0.4%	3%
CC(=O)Cc1nsc(NC(=O)c2cc(-c3ccc(Cl)c(Cl)c3)oc2C)n1	0.6%	23%	-34%	-0.1%	i	48	-2%	-7.3	92	17%	-2%
COc1ccc(-c2nc(SC)n(C)c(=O)c2C#N)cc1OC	0.2%	-8%	-11%	0.0%	i	53	-4%	0.3	54	3.1%	-2%
CCN(CC)S(=O)(=O)c1ccc(C)c(NC(=O)Cn2cnc3cc([N+](=O)[O-])ccc3c2=O)c1	0.1%	-1%	18%	0.3%	i	11	-3%	1.2	59	-2.4%	4%
Cn1nc(OC(=O)Nc2ccccc2)cc1C(F)(F)F	0.1%	-4%	-5%	-0.1%	i	49	21%	-0.2	53	23%	5%
COc1ccccc1N1CCN(C(=O)Cn2nc3n(C)c4ccccc4n3c(=O)c2=O)CC1	0.2%	1%	-15%[20 µM]	-0.1%	i	31	14%	0.4	80	.	22%
CC(=O)OC(C(=O)N1CCN(c2ccccc2F)CC1)c1ccccc1 (stereo unspecified)	0.0%	-21%	-10%	-0.2%	i	23	-4%	1.8	81	0.8%	16%
Cc1cccc2sc(NC(=O)C3CCN(S(=O)(=O)c4cc([N+](=O)[O-])ccc4Cl)CC3)nc12	-1.1%	-1%	18%	-0.1%	i	49	-2%	1.2	71	-1.6%	-16%
COc1cc2c(cc1OC)C(C)=NC1(CCCCC1)C2	0.1%	1%	13%	0.0%	i	36	-3%	0.0	47	4.6%	3%
CCn1nc(C)c(/C=N/NC(=O)c2c[nH]c3ccccc23)c1C	0.0%	2%	-9%	0.4%	i	53	-1%	1.8	77	1.4%	-1%
Cn1c(=O)c2sc3c(c2n(CC(=O)Nc2ccccc2)c1=O)COC(C)(C)C3	-0.6%	-8%	-26%	-0.1%	i	7	-4%	0.0	60	-0.8%	10%
Cc1c(Cl)cccc1NC(=O)c1nc(C)n(-c2cc(OC(C)C)c(Cl)cc2Cl)n1	-1.1%	-2%	-23%	0.0%	i	36	-6%	1.4	79	4.0%	9%
CSc1nnc(C)c(=O)n1COC(=O)COc1ccc(Cl)cc1	0.5%	-5%	10%	-0.7%	i	32	-4%	1.1	57	-3.9%	19%
O=C(CSc1nc2ccccc2c(=O)n1CCCN1CCOCC1)Nc1cccc(S(=O)(=O)N2CCCCCC2)c1	-1.2%	-6%	0%	0.2%	i	36	3%	5.4	52	3.6%	-3%
COc1cc2ccccc2cc1C(=O)Nc1ccc(N2CCOCC2)cc1	-0.4%	0%	-3%	-0.1%	i	20	-7%	1.4	45	-4.9%	13%
CCC(=O)O[C@]1(C(=O)CCl)[C@@H](C)C[C@H]2[C@@H]3CCC4=CC(=O)C=C[C@]4(C)[C@@]3(F)[C@@H](O)C[C@@]21C	-0.4%	-4%	-55%	0.1%	i	34	1%	4.9	67	1.2%	0%
CCC(C)NC(=O)CSc1nnc(-c2cc(-c3cccs3)nc3ccccc23)o1 (stereo unspecified)	-0.1%	-8%	15%	-0.1%	i	10	-3%	1.2	41	-2.3%	-1%
O=C(CSC1CS(=O)(=O)c2cc([N+](=O)[O-])ccc21)NNC(=O)c1ccc(Cl)cc1 (stereo unspecified)	-0.2%	-4%	21%	-0.3%	i	37	-9%	-0.2	45	-0.7%	2%
COc1ccc(-c2nsc(SCC(=O)NCC3CCCO3)n2)cc1 (stereo unspecified)	-0.8%	-13%	-14%	-0.1%	i	39	5%	-0.9	66	-2.5%	4%
C=CCn1c(SCC(=O)Nc2ccc(Cl)cn2)nnc1C1CC1	-0.3%	2%	3%	0.0%	i	60	-2%	-0.8	61	-2.1%	11%
COc1ccc(S(=O)(=O)Nc2ccc(S(=O)(=O)N3CCCC3)cc2)cc1	0.2%	-4%	-24%	0.0%	i	27	13%	0.1	50	0.7%	3%
C/C(=N\NC(=O)c1cccc(Cl)c1)C1C(=O)c2ccccc2C1=O	-0.3%	-4%	5%	-0.3%	i	42	-1%	6.3	41	-0.3%	6%
COc1ccc(S(=O)(=O)N2CCC(C(=O)NCc3ccccc3)CC2)cc1OC	-0.1%	11%	12%[20 µM]	0.6%	i	59	0%	-0.2	36	-6.4%	-4%
O=C1Cc2ccccc2Sc2ccc(Cl)cc21	0.1%	4%	-21%	0.0%	i	54	6%	5.2	79	2.3%	-4%
CCOC(=O)C1Sc2[nH]c(=O)sc2C(c2ccc(Cl)cc2)C1C(=O)OCC (stereo unspecified)	0.7%	-9%	1%	-0.1%	i	50	4%	5.3	37	5.3%	5%
Cc1ccc([N+](=O)[O-])c(OCC(=O)OCC(=O)c2ccccc2)c1	-0.1%	18%	6%	-0.1%	i	8	-4%	-1.1	68	-5.1%	0%
O=C(CCN1C(=O)/C(=C\c2cccs2)SC1=S)NC1=NCCS1	-1.0%	-17%	-16%	-0.1%	i	26	-10%	-0.8	66	13%	12%
CCC(CC)NC(=O)c1cc(OC)c(OC)cc1[N+](=O)[O-]	0.3%	4%	16%	-0.2%	i	48	-12%	-0.2	51	-0.5%	24%
O=C(Nc1cccc2cccnc12)c1ccc(Cl)cc1	-0.5%	2%	-28%[20 µM]	-0.1%	i	53	0%	3.5	65	2.3%	-1%
COc1ccc2nc(NC(=O)CSc3nc(C)cc(=O)[nH]3)sc2c1	0.5%	-10%	-7%	-0.1%	i	10	11%	-1.2	77	-0.9%	2%
COc1cc(C(=O)N(c2ccc(C)c(C)c2)C2C=CS(=O)(=O)C2)cc(OC)c1OC (stereo unspecified)	-0.6%	-4%	-10%	0.4%	i	63	-6%	-0.8	64	-0.6%	-9%
Cc1ccc(Cl)cc1N1CCN(S(=O)(=O)c2ccc3c(c2)CC(=O)N3C)CC1	0.1%	-4%	-37%	-0.1%	i	31	-9%	2.9	60	8.6%	1%
C[C@H](NC(=O)c1ccc2ccccc2c1)C(=O)N1CCC2(CC1)NCCc1[nH]cnc12	-0.1%	-6%	-42%	-0.1%	i	49	11%	-1.2	53	3.0%	0%
CCC(=O)Nc1nn(CC(C)C)c2nc3ccc(C)cc3cc12	-0.7%	10%	-10%	0.0%	i	58	-10%	-0.6	51	-1.2%	3%
Cc1ccnc(N2CCCC(C(=O)Nc3ccc(C)c(C)c3)C2)n1 (stereo unspecified)	0.0%	1%	6%	-0.1%	i	20	6%	0.2	47	-0.2%	6%
COc1ccccc1NC(=O)c1ccc(NC(=O)COC(=O)C(C)C)cc1	0.5%	2%	23%	-0.1%	i	56	-4%	5.8	89	-3.9%	-6%
CCN(CC)S(=O)(=O)c1ccc(N2CCN(C)CC2)c(NC(=O)Nc2ccc(C)cc2)c1	0.2%	6%	-30%	0.6%	i	36	-18%	0.2	40	6.0%	-6%
Cc1ccc(CNc2oc(-c3ccco3)nc2C#N)cc1	.	13%	28%	-0.1%	i	9	-7%	-1.1	70	4.2%	-10%
CN(Cc1ccccc1)C(=O)c1ccccc1-c1ccccc1	-0.3%	0%	7%	0.0%	i	48	0%	0.6	34	0.5%	11%
Cn1c(=Nc2ccccc2)sc2ccccc21	0.6%	10%	-23%	0.0%	.	.	-12%	0.9	45	-0.3%	3%
Cc1ccc(C(=O)N2CCC(n3nccc3NC(=O)c3ccccc3C)CC2)cn1	-0.6%	-5%	4%	0.0%	i	62	-5%	0.3	55	-1.9%	7%
